Compound activity as filed in PubChem.
CCR6 antag: CCR6 (human) receptor antagonism; inhibition, % at 20 µM; 340,000 compounds, 0.49% hits; P51684; CHO-K1 CCR6 PathHunter beta-arrestin, luminescence, CCL20-stimulated; AID 493098;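 active = compounds whose inhibition of the agonist-driven luminescence signal at 20 µM reaches about 50%, limit read from the data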;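 note: cells stimulated with CCL20 at 14 nM final; plate controls were DMSO with CCL20 for no effect and DMSO without agonist for full effect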
APOBEC3A inh: inhibitors of human APOBEC3A DNA deaminase; inhibition, % at 20 µM; AID 493011; recombinant A3A, FAM/TAMRA ssDNA deamination fluorescence; 330,000 compounds, 0.41% hits;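 active = at least 40% inhibition at 20 µM here, with at most 30% in a related deaminase screen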;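 note: plate controls were A3A with DMSO for no effect and wells lacking A3A enzyme for full effect; some results filed as inactive read as strong as hits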
Target sequence (P31941 whole entry, looked up): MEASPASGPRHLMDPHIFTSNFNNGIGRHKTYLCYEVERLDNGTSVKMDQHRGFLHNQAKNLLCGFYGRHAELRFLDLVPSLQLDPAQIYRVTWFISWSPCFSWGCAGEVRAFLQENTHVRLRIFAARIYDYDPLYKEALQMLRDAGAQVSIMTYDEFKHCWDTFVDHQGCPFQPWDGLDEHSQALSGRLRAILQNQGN
Gli-Sufu block: blocks Gli-Sufu signaling in a luciferase reporter | Sufu-KO-LIGHT fibroblasts, Gli luciferase reporter luminescence | inhibition, % at 5 µM | 340,000 compounds, 0.74% hits;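 active = inhibition above about 55%, limit read from the data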;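 note: 0% = DMSO-treated cells and 100% = wells with medium but no cells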
NR3A LBD binder: modulators (binders) of human NR3A ligand-binding domain. NR3A LBD differential scanning fluorimetry, Tm shift; 0% = protein alone, 100% = glycine-bound protein. Tm shift relative to glycine control, % at 25 µM. 340,000 compounds, 2.5% hits. AID 1259313;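 active = melting temperature shift of at least 10% of the positive control shift, at one fixed dose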
EBI2 block: antagonists of human EBI2 receptor; P32249; EBI2 beta-arrestin recruitment, luminescence, 7a,25-OHC stimulated; inhibition, % at 5 µM; 360,000 compounds, 0.81% hits; in the data active = inhibition above about 38%;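 note: enzyme fragment complementation signal reports receptor beta-arrestin coupling in cells; 0% = agonist plus DMSO wells and 100% = wells without agonist; some results beyond the cut were filed as inactive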
CXCR6 inh: inhibitors of human CXCR6 receptor | CHO-K1 PathHunter CXCR6 beta-arrestin, luminescence | inhibition, % at 20 µM | 360,000 compounds, 0.36% hits | AID 602244; in the data active = inhibition above about 34%, passing the limit was not always enough;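 note: antagonist mode with CXCL16 agonist at 10 nM final; 0% = 10 nM CXCL16 with DMSO and 100% = unstimulated wells without agonist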
Target sequence (O00574 whole entry, looked up): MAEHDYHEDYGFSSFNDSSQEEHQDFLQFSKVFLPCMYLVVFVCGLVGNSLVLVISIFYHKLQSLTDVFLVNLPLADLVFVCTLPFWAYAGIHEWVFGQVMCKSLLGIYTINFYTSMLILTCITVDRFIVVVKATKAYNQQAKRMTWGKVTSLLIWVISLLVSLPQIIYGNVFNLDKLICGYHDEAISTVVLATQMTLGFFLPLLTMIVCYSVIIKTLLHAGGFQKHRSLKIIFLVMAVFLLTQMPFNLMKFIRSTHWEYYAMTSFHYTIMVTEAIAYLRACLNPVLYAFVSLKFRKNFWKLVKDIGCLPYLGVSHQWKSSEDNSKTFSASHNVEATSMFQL
MPTP inh: inhibitors of mitochondrial permeability transition pore; isolated mouse mitochondria, Ca2+ swelling absorbance, 30 min; inhibition, % at 10 µM; 360,000 compounds, 1.4% hits;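 active = inhibition of 50% or more, scaled per plate between neutral and stimulator controls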;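 note: 0% = DMSO wells given calcium and 100% = 1 mM EGTA wells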
APOBEC3G inh: APOBEC3G (human) deaminase inhibition; inhibition, % at 20 µM; AID 493012; 330,000 compounds, 0.28% hits; recombinant A3G, ssDNA deamination FAM/TAMRA fluorescence;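 active = inhibition of at least 40% at 20 µM, with no more than 30% in the related APOBEC3A deaminase screen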;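 note: plate controls were DMSO wells with A3G for no effect and wells lacking A3G enzyme for full effect; some compounds called inactive have numbers as strong as hits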
Target sequence (Q9HC16 whole entry, looked up): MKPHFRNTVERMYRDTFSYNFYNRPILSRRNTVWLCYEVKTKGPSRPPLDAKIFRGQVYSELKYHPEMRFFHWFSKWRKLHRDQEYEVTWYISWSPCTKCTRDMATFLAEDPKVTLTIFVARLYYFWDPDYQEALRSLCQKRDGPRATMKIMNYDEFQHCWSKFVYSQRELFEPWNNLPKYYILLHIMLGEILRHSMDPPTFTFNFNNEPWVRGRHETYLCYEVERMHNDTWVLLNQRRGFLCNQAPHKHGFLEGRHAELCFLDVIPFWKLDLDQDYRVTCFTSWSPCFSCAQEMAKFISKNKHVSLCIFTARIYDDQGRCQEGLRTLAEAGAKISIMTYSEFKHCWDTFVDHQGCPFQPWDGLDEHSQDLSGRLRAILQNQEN
* hit, by the source's call; · = not tested or not shown. The list is partial, so the mix of outcomes need not match the whole.

SMILES	CCR6 antag	APOBEC3A inh	Gli-Sufu block	NR3A LBD binder	EBI2 block	CXCR6 inh	MPTP inh	APOBEC3G inh
COc1ccc(C(=O)NC(=S)N2C[C@H]3C[C@H](C2)c2cccc(=O)n2C3)cc1	5	-4	-4	0	-2	0	-0.7	-7
CNC(=O)O/N=C(\C)Cc1nnn(-c2cc(C)on2)n1	2	5	5	1	3	-12	2.0	-1
O=[N+]([O-])c1cc(Cl)c(Cl)cc1Cl	-1	2	13	2	3	-2	0.4	-6
COc1ccc(N2C(=O)NC(=O)/C(=C\c3ccc([N+](=O)[O-])s3)C2=O)cc1	12	19	-8	-7	-1	6	56*	17
COC(=O)C1=C(c2ccc3ccccc3c2)C[C@@H]2CC[C@H]1N2C(=O)N1CCCC1	5	-2	19	2	6	0	2.2	-1
N#CC(C#N)=Cc1ccc(N2CCOCC2)cc1	18	0	0	-2	-6	-1	0.3	0
CCCCn1c(O)c(C=NCc2ccc3c(c2)OCO3)c(=O)[nH]c1=O	7	0	-14	11*	-11	5	2.4	-2
COC(=O)C1=C(c2ccc(F)cc2OCc2ccccc2)C[C@@H]2CC[C@H]1N2C(=O)NCc1ccc(OC)cc1	13	-3	7	1	25	12	-0.1	-7
Cc1ccc(Cn2cc(C=O)c3ccccc32)cc1	21	-2	0	1	3	9	1.3	-5
c1ccc(NC2=NCCCS2)cc1	3	0	9	0	1	7	0.4	-4
Cn1c(O)c(C=Nc2ccc(Cl)cc2)c(=O)n(C)c1=O	7	1	8	0	13	11	0.6	-5
O=C(O)C1C2CCC(O2)C1C(=O)NC1CCCCC1 (centres undefined)	-1	0	-16	-2	2	2	-1.8	-5
CCC(=NC1CC1)c1c(O)n(-c2ccc(OC)cc2)c(=O)[nH]c1=O	7	-5	-16	0	-2	-4	-1.5	-6
CCOP(=O)(OCC)C(NC(C)=O)C(Cl)(Cl)Cl (centres undefined)	-1	-2	10	1	-10	-1	0.4	-7
Cc1nc2ccc(Br)cc2c(=O)n1-c1ccc([N+](=O)[O-])c(C(F)(F)F)c1	1	-4	9	-4	-2	-8	0.6	-7
CC(C)OP(=O)(O)NC(=O)c1ccccc1	-2	-6	1	-1	0	-1	-1.8	-5
Cc1ccccc1Cc1c(C)nc2nc(SCC(=O)N3CCC4(CC3)OCCO4)nn2c1C	18	0	-1	-2	1	9	-0.2	-3
COC(=O)C1=C(c2cccc(OC)c2OC)C[C@@H]2CC[C@H]1N2C(=O)NC1CC1	-8	2	1	2	-12	-2	0.6	-6
CC(O)(CS(=O)(=O)c1ccccc1)C(=O)Nc1cccc(C(F)(F)F)c1 (centres undefined)	-13	2	8	1	-2	1	-0.4	0
NC(N)=Nc1ccc2[nH]c3c(c2c1)C[C@@]1(O)[C@H]2Cc4ccc(O)c5c4[C@@]1(CCN2CC1CC1)C3O5 (some centres undefined)	-5	2	-12	-2	-3	-5	4.5	-1
CCN(CC)c1ccccc1	2	-3	-16	0	1	3	-0.1	-10
CCn1c(O)c(C=NCCc2c[nH]c3ccccc23)c(=O)[nH]c1=O	-8	5	6	-3	1	-3	-1.9	-1
Cc1ccc2c(c1)CC1(CN2C)C(=O)NC(=O)N(CCC2=CCCCC2)C1=O (centres undefined)	-2	-3	-31	-1	-7	0	-1.5	-8
CC(=O)c1cn(CCCOc2ccccc2)c2ccccc12	8	1	50	-2	18	0	82*	-1
O=C(O)C1CSC(c2cccnc2)N1 (centres undefined)	0	-3	35	-1	-3	8	3.9	6
COC(=O)[C@H]1C[C@@H]1[C@H](NP(=O)(c1ccccc1)c1ccccc1)c1ccccc1	3	-2	4	-2	8	-3	-1.0	-9
CON(C)C(=O)Nc1ccc(Cl)cc1	12	2	6	1	-11	-10	12	1
O=C(O)CC[N+](=O)[O-]	-3	-2	-11	-2	-8	-8	-1.3	-6
Cc1cc(O)c2c(c1)C(=O)C13C(=C2O)C(=O)[C@H]2[C@@H](O)[C@@H]1[C@H]1[C@H](O)[C@@H]3C(=O)C3=C(O)c4c(O)cc(C)cc4C(=O)C312 (some centres undefined)	-2	11	8	0	-14	2	87*	4
Cc1ccc2nsnc2c1-n1c(C)nc2ccccc2c1=O	2	-4	2	17*	-8	3	-0.2	-7
C=CCn1c(O)c(C(CC)=Nc2ccc3c(c2)CCC3)c(=O)[nH]c1=O	9	4	7	-3	-20	-10	20	7
COc1ccc(-n2c(Cc3cccc([N+](=O)[O-])c3)nc3ccccc3c2=O)cc1	-15	-1	-11	0	-2	7	-0.7	-3
C[C@]12CCC(=O)CC1CCC1C2CC[C@]2(C)C(OC(=O)CCC(=O)O)CCC12 (some centres undefined)	1	1	3	-2	-6	1	0.3	-5
c1ccc2c(CN3CCCCCCC3)c[nH]c2c1	10	-1	11	-3	-2	3	1.5	-3
COc1ccc(CCn2c(O)c(C=Nc3ccc(NC(C)=O)cc3)c(=O)[nH]c2=O)cc1OC	3	5	-9	1	2	11	4.1	-12
O=C(c1ccccc1)C1NC1c1ccccc1 (centres undefined)	8	-4	0	2	-2	6	2.5	-8
O=C1C2CCCN2C(c2cccnc2)N1c1ccc(Cl)c(Cl)c1 (centres undefined)	-10	-1	7	-2	-13	8	-0.4	-3
CN1C(=O)CC(c2ccccc2)Nc2ccccc21 (centres undefined)	4	-2	6	2	-3	-4	1.6	-1
COc1ccccc1C1C([N+](=O)[O-])=C(N)Oc2c1c(=O)oc1ccccc21 (centres undefined)	0	-4	7	-5	-4	0	-1.2	-4
CC1(C)CCCN1CCC(C(N)=O)(c1ccccc1)c1ccccc1	10	·	4	3	-3	4	1.5	·
O=C(Nc1cccc(OC(=O)N2CCCCC2)c1)N1CCCCC1	-6	-2	7	-1	-7	-8	3.0	-6
CCN1CCN(C(=O)COc2ccc(S(=O)(=O)N3CCOCC3)cc2C)CC1	5	-2	-7	0	-12	2	-0.2	-7
COC(=O)C1=C(c2ccc(Cl)c(C(F)(F)F)c2)C[C@@H]2CC[C@H]1N2C	8	1	9	-1	-10	1	-0.5	-8
O=C1CC(c2cccnc2)=NN1c1ccccc1	12	1	3	-1	3	0	0.8	0
Cc1ccc(-n2c(O)c(C=Nc3ccc(S(=O)(=O)N(C)C)cc3)c(=O)[nH]c2=O)cc1	2	-1	1	3	-9	-7	-0.8	-7

Full records from above. Order of screens: CCR6 antag	APOBEC3A inh	Gli-Sufu block	NR3A LBD binder	EBI2 block	CXCR6 inh	MPTP inh	APOBEC3G inh
Listed for COc1ccccc1C1C([N+](=O)[O-])=C(N)Oc2c1c(=O)oc1ccccc21 (centres undefined) : 0	-4	7	-5	-4	0	-1.2	-4
Listed for O=C(c1ccccc1)C1NC1c1ccccc1 (centres undefined) : 8	-4	0	2	-2	6	2.5	-8

(more compounds)
SMILES	CCR6 antag	APOBEC3A inh	Gli-Sufu block	NR3A LBD binder	EBI2 block	CXCR6 inh	MPTP inh	APOBEC3G inh
O=C(c1cc(-c2ccncc2)nc2ccccc12)N1CCC2(CC1)OCCO2	-6	1	-17	1	-13	-2	0.3	-10
Cc1c2cnn(CC(=O)N3CCC4(CC3)OCCO4)c(=O)c2c(C)n1Cc1ccc(F)cc1	-37	5	-4	-1	-3	0	3.6	-1
COc1ccc(-n2nc(C(=O)NCC(=O)N3CCC4(CC3)OCCO4)c3ccccc3c2=O)c(OC)c1	-10	2	-95	3	-1	-9	1.5	3
CCOC(=O)c1cccc([P+](=O)O)c1	-8	3	2	-1	-9	3	-0.1	-1
CC(C(O)c1ccccc1)N(C)CCn1cnc2c1c(=O)n(C)c(=O)n2C (centres undefined)	9	1	-1	1	-3	-3	0.6	-2
O=P1(NCCCl)OCCCN1CCCl (centres undefined)	1	2	3	1	-1	3	-1.3	-4
CC(=O)N1CN2CN(C(C)=O)CC(C(=O)c3ccccc3)(C2)C1	-4	4	-17	-2	-5	-3	-1.9	1
CN1CC(C(=O)c2ccccc2)C(c2ccccc2)C1 (centres undefined)	13	-2	4	-1	2	4	0.2	-5
O=C1NC2NC(=O)N([N+](=O)[O-])C2N1 (centres undefined)	3	0	5	0	-4	14	0.0	-2
COC(=O)C1=C(c2ccc(-c3ccccc3)c(F)c2)C[C@@H]2CC[C@H]1N2C(=O)N1CCc2cc(OC)c(OC)cc2C1	13	-4	36	-1	31	37	-1.1	-8
O=C1CN=C(c2ccccc2)c2ccccc2N1Cc1ccc(C(F)(F)F)cc1	-1	2	7	-1	-2	1	-1.1	-2
Cc1ccc2c(c1)C1CN(C)CCC1N2C(=O)COc1ccc(S(=O)(=O)N2CCOCC2)cc1 (centres undefined)	-5	-1	-4	1	-11	-8	-0.9	-3
CC1OC(NCCc2ccccc2)C(O)C(O)C1O (centres undefined)	-2	-3	-1	-2	-11	1	2.0	-3
CCc1ccc(/C=C(/C#N)C(N)=S)cc1	16	-1	9	-6	3	7	-0.7	-4
CCC1CN1P(=O)(N1CCCC1)N1CC1CC (centres undefined)	-1	·	0	0	5	-1	-1.4	·
CN1CCN(c2ccc(N)cc2Cl)CC1	21	2	10	-2	2	8	1.0	-3
COC(=O)[C@@H](N)CCCN=C(N)N[N+](=O)[O-]	-2	-2	-1	3	4	10	-1.2	-6
COC(=O)C1=C(c2ccc(OC)c(OC)c2)C[C@@H]2CC[C@H]1N2C(=O)NCc1cc(C)oc1C(F)(F)F	7	-2	-28	-1	-2	9	-1.1	-7
C=C[C@H]1CN2CC[C@H]1C[C@H]2[C@H](O)c1ccnc2ccccc12	7	0	-11	-1	-2	2	1.1	-7
COc1ccc(C2NCc3ccc4c(c3-n3cccc32)OCO4)cc1O (centres undefined)	8	-7	13	0	·	·	·	-9
c1cncc(C2CC(c3cccs3)n3ncnc3N2)c1 (centres undefined)	-4	-1	1	2	-9	-8	0.3	-8
O=c1c2ccccc2nc(N2CCCC2)n1-c1ccccc1	4	3	3	2	2	4	-2.3	-4
O=P(NCc1ccccc1)(Oc1ccccc1)Oc1ccccc1	26	1	-6	1	25	-3	0.4	0
CCOP(=O)(OCC)C(NC(=O)Cc1ccccc1)C(Cl)(Cl)Cl (centres undefined)	-11	3	-4	-1	-5	-6	2.8	-6
COc1ccc(/C=C/C=C2C(=O)NC(=S)NC2=O)cc1	29	·	3	-10	6	14	-2.0	·
N#C[C@H](O[C@@H]1O[C@H](CO[C@@H]2O[C@H](CO)[C@@H](O)[C@H](O)[C@H]2O)[C@@H](O)[C@H](O)[C@H]1O)c1ccccc1	8	1	-2	-2	-10	-6	-1.7	2
CCC(=NCCCN1CCOCC1)c1c(O)n(-c2ccccc2C)c(=O)[nH]c1=O	-3	3	·	3	-10	-1	1.6	1
COc1ccccc1OCCCn1cc(C(=O)c2ccco2)c2ccccc21	-2	0	7	-16	1	0	-1.4	0
O=[As](O)(O)c1ccc(N=Nc2ccc(O)cc2)cc1	28	·	9	0	3	10	0.3	·
Cc1nn(-c2ccccc2)c2c1C(c1ccc3c(c1)OCO3)SCC(=O)N2 (centres undefined)	-11	-6	-2	0	1	-1	-0.7	-6
N#CCCn1cc(C(=O)NCc2ccccc2)c(-c2ccccc2)n1	5	1	2	-2	-9	2	0.5	-16
O=c1[nH]c(=O)n(C2CCCCC2)c(O)c1/C=N/N1CCCCC1c1cccnc1 (centres undefined)	8	7	5	0	-3	-9	0.4	-2
N#CC(c1cccnc1)N1CCOCC1 (centres undefined)	14	-3	9	1	-3	7	-0.1	-8
CCCOC(=O)C1C2CCC(O2)C1C(=O)O (centres undefined)	4	·	5	0	-1	3	-2.0	·
O=C1CN=C(c2ccccc2)c2ccccc2N1	0	-2	6	-1	-13	5	0.1	-4
CCNC(=O)C1OC(n2cnc3c(N)ncnc32)C(O)C1O (centres undefined)	14	2	15	1	-5	2	0.4	0
